mIAP block: mouse IAP inhibition; purified mouse IAP, CDP-Star luminescence, 30 min; inhibition, % at 10 µM; actives 0.2% (n = 330,000); AID 2806;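 active = inhibition of at least 40% at 10 µM in the primary screen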;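 note: plate controls were DMSO with enzyme for no effect and no enzyme wells for full effect; values of inactives mirror those of a sister screen read the other way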
tim10-1 inh: inhibits growth of tim10-1 mutant yeast; S. cerevisiae tim10-1 ts strain growth, BacTiter-Glo, 24 h; inhibition, % at 20 µM; actives 2.2% (n = 330,000); AID 463190;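 active = inhibition of at least 40%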;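 note: mutant grown at 25 °C; 0% = DMSO wells with yeast and 100% = wells holding no yeast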
ATG4B inh: ATG4B (human) cysteine protease inhibition; Q9Y4P1; ATG4B cleavage of LC3-PLA2, NBD-HPC fluorescence, 1 h; inhibition, % at 8.33 µM; actives 0.51% (n = 340,000); in the data active = inhibition above about 40%
Target sequence (Q9Y4P1 whole entry, looked up): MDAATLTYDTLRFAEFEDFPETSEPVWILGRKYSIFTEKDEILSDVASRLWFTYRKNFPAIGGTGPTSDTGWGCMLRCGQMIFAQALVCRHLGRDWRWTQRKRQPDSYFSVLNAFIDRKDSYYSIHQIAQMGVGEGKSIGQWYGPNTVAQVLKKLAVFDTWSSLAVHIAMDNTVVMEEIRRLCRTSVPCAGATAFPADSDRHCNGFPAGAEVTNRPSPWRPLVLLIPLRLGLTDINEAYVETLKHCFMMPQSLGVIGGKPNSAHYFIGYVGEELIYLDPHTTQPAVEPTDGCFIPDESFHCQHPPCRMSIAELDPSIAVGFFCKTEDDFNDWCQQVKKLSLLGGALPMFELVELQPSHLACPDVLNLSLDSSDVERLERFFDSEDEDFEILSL
hIAP inh: blocks human intestinal alkaline phosphatase; P09923; purified IAP, CDP-Star luminescence, 30 min; inhibition, % at 10 µM; actives 0.12% (n = 330,000);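 active = inhibition reaching a set limit with compound at 10 µM in the primary screen, cut at about 35% in these data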;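 note: plate controls were DMSO wells with enzyme for no effect and no-enzyme buffer wells for full effect; values of inactives mirror those of a sister screen read the other way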
Target sequence (P09923 whole entry, looked up): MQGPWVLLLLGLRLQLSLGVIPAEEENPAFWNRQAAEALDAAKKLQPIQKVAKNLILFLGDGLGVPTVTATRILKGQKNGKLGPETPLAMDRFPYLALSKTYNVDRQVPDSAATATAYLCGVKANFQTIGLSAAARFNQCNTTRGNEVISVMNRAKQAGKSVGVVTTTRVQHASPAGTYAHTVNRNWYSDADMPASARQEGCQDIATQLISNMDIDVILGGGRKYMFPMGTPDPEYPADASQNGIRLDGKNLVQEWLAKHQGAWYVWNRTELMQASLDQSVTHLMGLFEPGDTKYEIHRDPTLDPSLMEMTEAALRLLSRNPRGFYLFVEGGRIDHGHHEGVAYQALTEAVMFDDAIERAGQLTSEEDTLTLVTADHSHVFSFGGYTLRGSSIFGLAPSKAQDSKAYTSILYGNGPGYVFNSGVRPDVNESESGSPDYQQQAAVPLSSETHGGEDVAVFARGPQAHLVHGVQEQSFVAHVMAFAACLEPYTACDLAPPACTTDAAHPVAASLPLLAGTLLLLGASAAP
NLRP3 yeast inh: NALP3 inhibition in yeast | Yeast reconstituted NLRP3/ASC/caspase-1, beta-gal luminescence, 24 h | inhibition, % at 10 µM | actives 0.39% (n = 330,000) | AID 2825;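 active = inhibition of 50% or more; inactive = inhibition below 50%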;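 note: plate controls were induced DMSO wells for no effect and uninduced yeast grown without galactose for full effect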
Apaf1 inhib: inhibitors of human Apaf-1 apoptosome. O14727. reconstituted apoptosome caspase-3 activity, DEVD-Rh110 fluorescence. inhibition, % at 20 µM. actives 0.71% (n = 330,000). AID 489030; active = inhibition of at least 40% at 20 µM;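 note: plate controls were DMSO wells for no effect and DEVD-CHO caspase inhibitor wells for full effect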
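Medium: Hepes buffer, pH 7.5 / System: biochemical Apaf-1 apoptosome reconstitution / Measured by: Rh110 fluorescence, excitation 480 nm, emission 540 nm / Times: compound with Apaf-1, dATP, procaspase-3 30 min, then 50 min reaction, room temperature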
mIAP activ: mouse IAP activation; activation factor at 10 µM; muIAP, CDP-Star luminescence, 30 min; stronger effect = higher value; 1 = vehicle-only enzyme signal, 0 = enzyme-free wells; AID 2805; actives 0.24% (n = 330,000);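 active = activation factor of at least 2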; note: the source names both 10 and 20 µM as test concentration; values of inactives mirror those of a sister screen read the other way
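Assay system: mouse IAP enzyme; reagent: chemiluminescent substrate CDP-Star; dosing: test compounds delivered from DMSO solution; schedule: 30 min at room temperature; measured by: luminescence from enzymatic CDP-Star hydrolysis; controls: DMSO-only wells and no-enzyme negative control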
TIM10 inh: growth inhibitors of TIM10 yeast strain; S. cerevisiae TIM10 strain growth, BacTiter-Glo luminescence, 24 h; inhibition, % at 10 µM; actives 1.4% (n = 330,000);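 active = inhibition of 40% or more at the single tested concentration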;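 note: wild-type TIM10 isogenic control strain grown at permissive 25 °C; 0% = DMSO yeast wells and 100% = minimal medium wells without yeast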
hIAP act: increases human intestinal alkaline phosphatase activity; purified human IAP, CDP-Star luminescence, 30 min; stronger effect = higher value; 1 = vehicle-only enzyme, 0 = enzyme-free background; activation factor at 10 µM; actives 0.16% (n = 330,000);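 active = activation factor of the enzyme at least 2-fold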; note: the source names both 10 and 20 µM as test concentration; values of inactives mirror those of a sister screen read the other way
The depositor's hits bear a star.

SMILES	mIAP block	tim10-1 inh	ATG4B inh	hIAP inh	NLRP3 yeast inh	Apaf1 inhib	mIAP activ	TIM10 inh	hIAP act
Cc1ccc(CSc2nnc(CC(=O)Nc3ccc(C)cc3)n2C)cc1	-7	33	-1	0	10	5	1.1	2	1
O=c1[nH]c2ccccc2c2ccccc12	-14	30	3	-21	14	-4	1.1	-15	1.2
CCc1nc2ccc(C(=O)NCCc3ccco3)cc2nc1CC	1	19	-1	17	6	5	0.99	-11	0.83
Nc1nnc(SCC(=O)N2CCN(c3cccc(Cl)c3)CC2)n1-c1ccccc1	5	5	-1	-18	12	-6	0.95	-1	1.2
Cc1ccc(C(=O)NC(=S)Nc2ccc(N3CCOCC3)cc2)c(C)c1	5	14	-4	22	17	21	0.95	10	0.79
Cc1ccc(CNC(=O)CSc2nc3ccsc3c(=O)n2NC(=O)c2ccccc2)cc1	6	5	-2	2	4	-11	0.94	3	0.98
CCN1CCN(CC(=O)N2c3ccccc3Sc3ccccc32)CC1	4	8	2	-9	6	0	0.96	3	1.1
CCN(C(=O)c1cc2cc3ccc(C)cc3nc2o1)c1ccc(OC)cc1	10	35	-6	5	20	14	0.9	44*	0.95
CC(NC(=O)c1ccc(Cl)cc1)C(=O)N1CCCCC1 (centres undefined)	-6	16	-7	-31	13	10	1.1	-14	1.3
COc1ccc(C(=O)c2nccc3cc(OC)c(OC)cc23)cc1OC	2	-2	1	-2	5	84*	0.97	9	1
CC(=O)c1ccc2noc(-c3ccc(Cl)cc3)c2c1	4	11	-4	14	16	1	0.96	8	0.86
O=c1[nH]c(-c2ccccc2)nc(-c2ccccc2)c1Cl	-1	6	10	-4	15	-2	1	20	1
CCOC(=O)C1=C(C)N(C)C(=O)NC1c1ccc(C)s1 (centres undefined)	-9	-1	5	-1	3	-7	1.1	-14	1
Cc1ccc(/C=C/C(=O)OCC(=O)Nc2cccnc2Cl)cc1	10	-12	-16	-17	23	-2	0.9	-6	1.2
COc1ccc(-c2noc(CCC(=O)Nc3ccc(C)c(C)c3)n2)cc1	-6	2	-10	12	11	-4	1.1	10	0.88
CC(C)CNC(=O)/C=C/C=C/CCCC/C=C/c1ccc2c(c1)OCO2	0	6	-9	-1	26	-9	1	7	1
Cc1noc(NS(=O)(=O)c2ccc(N/C=C\C(=O)c3ccncc3)cc2)c1C	0	0	3	10	13	7	1	4	0.9
Cc1cc([N+](=O)[O-])nn1CCCC(=O)Nc1cc(Oc2ccc(F)cc2)cc([N+](=O)[O-])c1	8	19	61*	2	9	3	0.92	18	0.98
COc1ccc(Cc2[nH]n3c(=O)c(Cl)c(C)nc3c2-c2ccccc2)cc1	11	-12	16	-5	6	8	0.89	-4	1
CCOC(=O)C(=CNc1ccc(NC2=NCC(C)(C)S2)cc1)C(=O)OCC	9	17	-9	10	8	1	0.91	11	0.91
Clc1ccc2[nH]c3c(c2c1)CCc1cn[nH]c1-3	4	0	-13	-30	12	19	0.96	28	1.3
CC1(C)Cc2c(c(N3CCOCC3)nc3snc(Br)c23)CO1	9	31	6	-6	-1	-1	0.91	37	1.1
CCOC(=O)C1CCCN(Cc2ccc(-c3ccccc3)cc2)C1 (centres undefined)	2	12	14	-27	26	2	0.98	-5	1.3
COc1ccc(NC(=O)C2CCOC(C)(C)C2)cc1 (centres undefined)	7	16	-5	2	3	-9	0.93	15	0.98
O=C(Cc1nnc(NC(=O)c2ccccc2)s1)N/N=C\c1ccc(O)c(O)c1	73*	-27	4	-6	19	-9	0.27	-17	1.1
COCCN1Cc2cccc(C(=O)Nc3c(C)cccc3C)c2C1=O	2	30	-7	-6	11	4	0.98	9	1.1
CCCCNc1c(-c2ccc(OC)c(Sc3ccc(OC)cc3)c2)nc2cnccn12	-10	6	11	17	23	43*	1.1	-3	0.83
CC(C)c1c(C(=O)N/N=C/c2cccc3ccccc23)nnn1-c1nonc1N	10	3	-87	8	25	5	0.9	6	0.92
S=C(c1ccc(Br)cc1)N1CCCC1	12	1	23	4	-31	3	0.88	10	0.96
COC(=O)c1ccc(CN2CCC(Oc3cccc(C(=O)N4CCOCC4)c3)CC2)cc1	3	2	-3	-4	13	7	0.97	10	1
COc1ccc(C(=O)Nc2ccc(O)c3ccccc23)cc1OC	-6	10	-6	-47	11	-3	1.1	-9	1.5
CC(C)(O)c1[nH]c2cc(C(F)(F)F)ccc2c1C(C)(C)O	-1	-6	-6	-5	20	-2	1	67*	1
C=CCOc1ccc(/C=C2\SC(N)=NC2=O)cc1OC	1	9	-7	-32	10	3	0.99	5	1.3
CC1N(C)c2cc(NC(=O)c3ccco3)c(P(=O)(Nc3ccc([N+](=O)[O-])cc3)N3CCOCC3)cc2C1(C)C (centres undefined)	7	13	0	9	15	17	0.93	17	0.91
O=C(Nc1ccc(OC(F)F)cc1)c1cc[n+]([O-])cc1	0	-19	1	-2	1	-2	1	10	1
CCC(C)(C)NC(=O)C(c1ccc(F)cc1)N(Cc1ccco1)C(=O)c1cnccn1 (centres undefined)	-9	29	2	-9	4	-3	1.1	-5	1.1
Cc1cc(C)nc(Nc2cccc3ccccc23)n1	-11	-6	-3	18	32	7	1.1	2	0.82
COc1ccccc1NC(=O)COC(=O)C1CC1	8	4	3	0	16	-18	0.92	14	1
COc1ccc(N2C(=O)N[C@@H](Cc3ccccc3)C2=O)cc1OC	4	-5	2	-6	10	-7	0.96	8	1.1
CC(C)(C)OC(=O)CNC(=O)c1nc[nH]c1C(=O)N1CCN(C(=O)OC(C)(C)C)CC1	-3	9	-4	-6	7	14	1	7	1.1
COC(=O)c1ccc(COC(=O)c2ccc(-n3cnnn3)cc2)o1	19	-2	1	7	5	6	0.81	16	0.93
CCOC(=O)C1CCN(C(=O)c2cccc(NC(=O)C(CC)CC)c2)CC1	-14	0	-7	-13	16	-22	1.1	0	1.1
O=S(=O)(Nc1ccc2nc(-c3ccco3)[nH]c2c1)c1ccccc1	38	2	-14	3	4	7	0.62	14	0.97
OC(C#CCN1CCCC1)(c1ccccc1)c1cccc(F)c1 (centres undefined)	-2	-27	-10	-7	6	10	1	-88	1.1
COC(=O)c1ccc(C)c(NC(=O)CCc2cc(OC)c(OC)c(OC)c2)c1	-6	14	-3	17	2	-12	1.1	6	0.83
O=C(NCCc1ccc(Cl)cc1)c1ccc2nc(N3CCOCC3)sc2c1	-29	-19	-7	-22	28	11	1.3	-4	1.2
CNc1nc(Sc2ccc(C)cc2)cc(C(F)(F)F)n1	6	19	9	-13	-27	12	0.94	8	1.1
Cc1ccccc1C(=O)NC(=S)Nc1ccc(Oc2ccc(Cl)cc2)cc1	8	17	30	2	14	3	0.92	24	0.98
CCOC(=O)NN1C(=O)c2ccccc2NC1c1ccc(N(C)C)cc1 (centres undefined)	3	-39	1	-6	-41	-3	0.97	-2	1.1
CN(C)CCCOc1cccc(Oc2ccccc2)c1	2	-1	-4	-3	10	-4	0.98	3	1

No new results follow: an excerpt of the list.
SMILES	mIAP block	tim10-1 inh	ATG4B inh	hIAP inh	NLRP3 yeast inh	Apaf1 inhib	mIAP activ	TIM10 inh	hIAP act
CNc1nc(Sc2ccc(C)cc2)cc(C(F)(F)F)n1	6	19	9	-13	-27	12	0.94	8	1.1
Cc1ccccc1C(=O)NC(=S)Nc1ccc(Oc2ccc(Cl)cc2)cc1	8	17	30	2	14	3	0.92	24	0.98
CCOC(=O)NN1C(=O)c2ccccc2NC1c1ccc(N(C)C)cc1 (centres undefined)	3	-39	1	-6	-41	-3	0.97	-2	1.1
CN(C)CCCOc1cccc(Oc2ccccc2)c1	2	-1	-4	-3	10	-4	0.98	3	1

(more compounds)
SMILES	mIAP block	tim10-1 inh	ATG4B inh	hIAP inh	NLRP3 yeast inh	Apaf1 inhib	mIAP activ	TIM10 inh	hIAP act
CCCNC(=O)c1onc(CS(=O)(=O)c2cccc(OC)c2)c1C(=O)NCCC	-3	13	-10	-1	7	-3	1	1	1
O=C1CC(c2cccnc2)c2cc3c(cc2N1)OCO3 (centres undefined)	-21	-7	0	-21	2	7	1.2	-8	1.2
COc1cc(C(c2c(C)[nH][nH]c2=O)c2c(C)[nH][nH]c2=O)cc(OC)c1OC	4	-7	-6	-29	2	31	0.96	-7	1.3
CC(C)(C)c1csc(NNC(=O)c2ccc(Cl)cc2)n1	0	-13	0	-45	22	8	1	18	1.4
Cc1ccc(C(=O)NCC(=O)N(C)CC(=O)Nc2ccccc2Br)s1	-2	-9	-1	-3	12	-6	1	9	1
CCSCCOC(=O)C1=C(C)NC(=O)NC1c1ccccc1 (centres undefined)	-5	-4	-4	6	1	4	1	-1	0.94
CN(CCCCCCCCCCN(C)C(=O)Oc1cccc([N+](C)(C)C)c1)C(=O)Oc1cccc([N+](C)(C)C)c1	-18	17	0	-17	2	32	1.2	13	1.2
Cc1nnc(N=c2ssnc2Cl)o1	4	27	11	-21	12	50*	0.96	28	1.2
Cc1nc(NCC(c2ccccc2)N(C)C)c2c(C)c(C)sc2n1 (centres undefined)	-3	15	27	-6	31	5	1	-11	1.1
O=C(NCc1cccnc1)c1ccccc1NS(=O)(=O)c1ccccc1	0	5	4	-25	-1	-3	1	1	1.3
O=S(=O)(c1c(F)cccc1F)N1CCCC2CCCCC21 (centres undefined)	-9	10	-3	-9	23	17	1.1	-6	1.1
CC(c1ccccc1)N1C(=O)c2ccc(C(=O)Nc3ccc(Br)cc3C(=O)O)cc2C1=O (centres undefined)	8	16	-2	-9	-2	16	0.92	7	1.1
O=C(COc1ccccc1F)Nc1ccc(S(=O)(=O)NCc2ccco2)cc1	-1	46*	-18	7	-17	10	1	40*	0.93
COC(=O)C(C)Oc1ccc2c(c1)O/C(=C\c1cccc(Br)c1)C2=O (centres undefined)	12	17	-5	18	5	16	0.88	27	0.81
Cc1ccc(NC(=O)C2C3C=CC(O3)C2C(=O)O)cc1C (centres undefined)	-1	-4	10	-14	10	3	1	-6	1.1
CCOc1ccc(NC(=O)NCc2cccnc2)cc1	0	-2	-2	6	9	-4	0.99	-5	0.94
CCCCc1c(C)[nH]c(=S)[nH]c1=O	-4	4	1	8	0	6	1	-10	0.92
CC1CCCN(C(=O)c2ccccc2OC2CCN(S(C)(=O)=O)CC2)C1 (centres undefined)	-6	4	30	-1	5	-1	1.1	9	1
Cn1nc(C(F)(F)F)c(-c2ccccc2)c1NC(=O)CSCC(=O)O	8	12	-6	-17	-6	-3	0.92	14	1.2
COc1cc(O)c(C(CCN2CCCC(C)C2)c2ccc3c(c2)OCO3)c(OC)c1 (centres undefined)	18	-29	3	-5	6	15	0.82	1	1.1
Cc1ccc(S(=O)(=O)NNC(=O)CCC(=O)Nc2ccccc2)cc1	34	-11	6	1	20	-6	0.67	2	0.99
CCOC(=O)CNc1nc(Cl)nc(Nc2ccc(OC)cc2OC)n1	-6	6	11	5	6	-13	1.1	3	0.95
O=C(/C=C/c1ccc(F)cc1)Nc1cc(S(=O)(=O)N2CCOCC2)ccc1N1CCCC1	-1	-6	-5	6	-7	16	1	6	0.94
Cc1c(Cl)c(C(=O)NC2CCCC2)nn1C	14	-5	-9	15	-10	4	0.86	-2	0.85
CCCc1nc(SC2CCCC2)c2c(=O)n(C)c(=O)n(C)c2n1	-2	-8	-3	-4	4	31	1	-25	1

Assay outcomes (PubChem BioAssay)
